Bioassay records from PubChem BioAssay.
E-selectin induc: induces E-selectin expression in human endothelial cells | AID 686992 | HUVEC E-selectin immunofluorescence imaging; normalized: neutral wells 0, TNF-alpha wells 100 | P16581 | activation, % at 7.58 µM | 0.37% of 260,000 active;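 active = mean E-selectin-positive cell signal at least 10% of the positive control, reached in at least 60% of replicates, without over 20% cell loss; inconclusive = no rule given, readout overlaps actives, possibly toxicity-flagged; inactive = the rest, including those meeting only one limit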;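 note: in these data hits start at about 27%; measured in HUVEC primary endothelial cells; signal is the percent of cells scored E-selectin positive by PE staining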
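Material: HUVEC primary endothelial cells; Amount: 3,000 cells per well; Dosing: single concentration; Medium: EGM-2 growth medium on 0.1% gelatin-coated wells; Read-out basis: percent E-selectin-positive cells; Signal: immunofluorescence imaging; Control set: TNF-alpha, DMSO.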
ARNT-TACC3 inh: disruptors of human ARNT/TACC3 interaction | 0.66% of 390,000 active | AlphaScreen His-ARNT PAS-B/GST-TACC3 binding, luminescence; TACC3 fragment carries E629A point mutation | Q9Y6A5 | inhibition, % at 9.99 µM;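 active = mean inhibition of replicates at least 50% and at least half of replicates each reaching 50%; inconclusive = half or more replicates reach 50% but mean below 50%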;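 note: 0% = complete ARNT plus TACC3 wells and 100% = ARNT alone without TACC3; many hits fall short of the cut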
PglD inh: blocks C. jejuni PglD acetyltransferase activity; 0.098% of 360,000 active; purified PglD enzyme, DTNB colorimetric CoA detection; AID 602405; inhibition, % at 12.5 µM; in the data active = inhibition above about 16%, passing the limit was not always enough; inconclusive = no clear call, values can overlap the other calls; note: strong numbers were not always called active
RAD52 inh: RAD52 (human) annealing inhibition; AID 651710; recombinant RAD52 DNA annealing, FRET fluorescence; 0.46% of 360,000 active; P43351; inhibition, % at 18.7 µM;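 active = every replicate showing at least 50% inhibition; inconclusive = mean inhibition at least 50% but not in every replicate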
RAD54 inh: inhibitors of human RAD54 branch migration | Q92698 | RAD54 Holliday junction branch migration, FAM/BHQ fluorescence | inhibition, % at 10.4 µM | 0.14% of 360,000 active;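 active = mean normalized replicate activity at least 40 and at least half of replicates scoring 40 or more; inconclusive = only one of the two criteria met; inactive = mean below 40 and under half of replicates reaching 40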;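 note: 0% = median of neutral control wells and 100% = median of positive control wells; inhibitors cause a drop in the FAM fluorescence signal; in these data hits start at about 50%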
Target sequence (Q92698 whole entry, looked up): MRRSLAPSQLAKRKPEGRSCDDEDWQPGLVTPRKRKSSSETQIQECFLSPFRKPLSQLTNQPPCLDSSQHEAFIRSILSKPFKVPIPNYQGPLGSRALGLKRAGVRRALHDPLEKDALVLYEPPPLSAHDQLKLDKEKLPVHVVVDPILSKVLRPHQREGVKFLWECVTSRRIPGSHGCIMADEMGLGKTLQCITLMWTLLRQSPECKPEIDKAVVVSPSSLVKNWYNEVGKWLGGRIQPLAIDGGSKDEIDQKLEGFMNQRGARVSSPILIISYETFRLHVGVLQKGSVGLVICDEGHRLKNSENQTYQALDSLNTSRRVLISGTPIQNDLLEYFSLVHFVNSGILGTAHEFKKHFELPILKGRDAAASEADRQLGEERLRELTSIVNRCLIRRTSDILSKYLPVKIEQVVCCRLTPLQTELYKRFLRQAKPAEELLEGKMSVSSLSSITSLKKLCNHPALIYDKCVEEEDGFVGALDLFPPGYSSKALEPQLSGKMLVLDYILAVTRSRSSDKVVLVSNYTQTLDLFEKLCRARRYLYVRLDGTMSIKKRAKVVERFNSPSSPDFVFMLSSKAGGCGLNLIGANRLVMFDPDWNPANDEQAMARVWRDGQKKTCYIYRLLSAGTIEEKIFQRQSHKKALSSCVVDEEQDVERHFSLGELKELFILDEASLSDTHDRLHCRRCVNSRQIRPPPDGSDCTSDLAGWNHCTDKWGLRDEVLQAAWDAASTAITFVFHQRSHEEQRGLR
esBAF inh: SWI/SNF esBAF complex inhibition; mouse ES cells, Bmi1-luciferase knock-in reporter, 24 h; 100% = twice the neutral-well signal; reporter increase, % at 12.5 µM; 2% of 350,000 active; in the data active = activation above about 40%; inconclusive = no clear call, values can overlap the other calls;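 note: 0% = median of the plate's neutral control wells and 100% = double that signal; a rise in the Bmi1 reporter signal indicates esBAF inhibition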
ERp5 inh: inhibitors of human ERp5 | inhibition, % at 9.99 µM | AID 651711 | 0.05% of 350,000 active | ERp5 insulin aggregation, absorbance 650 nm, 90 min;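 active = mean replicate inhibition above about 25%, with every replicate also reaching it, limit read from the data, passing the limit was not always enough; inconclusive = only one of those two criteria met; inactive = neither criterion met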
CASP6 VEID inh: caspase-6 (human) enzyme inhibition; P55212; purified caspase-6, Z-VEID-R110 cleavage fluorescence; inhibition, % at 12.5 µM; 0.53% of 350,000 active;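 active = mean inhibition across replicates at least about 35%, with every replicate also reaching that limit, limit read from the data; inconclusive = only one of the two criteria met; inactive = neither criterion met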;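 note: 0% = median of neutral control wells and 100% = no fluorescence left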
Target sequence (P55212 24-179 limits assumed): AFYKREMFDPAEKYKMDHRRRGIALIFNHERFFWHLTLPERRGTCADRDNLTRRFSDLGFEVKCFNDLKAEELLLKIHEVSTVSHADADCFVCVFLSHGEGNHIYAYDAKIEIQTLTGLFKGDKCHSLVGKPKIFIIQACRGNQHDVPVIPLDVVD
Target sequence (P55212 194-293 limits assumed): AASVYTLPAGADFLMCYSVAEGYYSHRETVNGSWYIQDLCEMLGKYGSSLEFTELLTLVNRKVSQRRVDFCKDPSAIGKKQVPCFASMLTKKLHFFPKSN
* = called active by the depositor; i = inactive; u = inconclusive; x = not tested or not shown. Rows were taken by chance, and some 3.2% of all compounds hit somewhere here.

Under each structure: E-selectin induc	ARNT-TACC3 inh	PglD inh	RAD52 inh	RAD54 inh	esBAF inh	ERp5 inh	CASP6 VEID inh
CN=C1c2cc3cc(OC)ccc3n2CCN1C
    x	-1	7	x	9	-10	x	x
COc1cccc(/C=C2\SC(=S)N(CCCC(=O)N3CCCCC3CCO)C2=O)c1 (stereo unspecified)
    x	9	-3	-65	-4	-42	8	0
O=C(Nc1ccccn1)Nc1ccccc1[N+](=O)[O-]
    x	-4	5	0	3	u	-1	-1
CC(=O)c1c(O)c(C)c(O)c2c1OC1=Cc3c(c(C)nn3C)C(=O)C12C (stereo unspecified)
    -0.4	x	-5	-12	-1	-3	7	-3
COc1ccc(CCNC(=O)c2ccc(CSc3ccc(Cl)cc3)o2)cc1OC
    -0.2	x	x	-13	x	x	2	-1
COc1ccc(CNS(=O)(=O)c2c(C)[nH]c(C)c2C(=O)N2CCCCC2)cc1
    x	0	3	-5	2	-2	-12	3
CCCC(=O)N/C(N)=N/c1nc(C)c2ccccc2n1
    x	4	2	3	-6	36	1	1
O=C(C[C@@H]1CC[C@H](NC(=O)Nc2ccc3c(c2)OCO3)[C@@H](CO)O1)NCc1ccccc1
    -1.9	3	4	2	4	-4	-3	-1
O=C(Nc1ccc(S(=O)(=O)Nc2ncccn2)cc1)C12CC3CC(CC(Cl)(C3)C1)C2
    0.0	-2	-6	-86	-13	-1	3	0
C[C@H](CO)N1C[C@H](C)[C@H](CN(C)C(=O)Nc2ccccc2F)Oc2ncc(-c3ccccc3)cc2C1=O
    0.3	-4	0	7	-5	5	4	-1
CCc1ccc(NC(=O)C2(C)Cc3ccccc3C(=O)O2)cc1 (stereo unspecified)
    5.8	-1	x	-32	x	x	6	2
Cc1cc(C(=O)COC(=O)c2ccc[nH]c2=O)c(C)n1C1CC1
    -1.2	-1	x	-19	x	6	-1	-1
CCc1ccc(N2CC(C(=O)Nc3ccc(S(=O)(=O)Nc4nccs4)cc3)CC2=O)cc1 (stereo unspecified)
    0.0	-1	-14	-17	9	0	-2	2
Nc1c(NCc2ccccc2)c(=O)c1=O
    x	7	1	-9	-1	0	-1	3
O=C(CSc1nc2ccccc2c(=O)n1CCCO)NC1CC1
    x	x	-3	1	-5	-11	3	1
O=C(COC(=O)c1n[nH]c(=O)c2ccccc12)c1ccccc1
    x	17	-1	x	3	-6	x	x
CCN1[C@H](C(=O)Nc2ccccc2)[C@@H](CO)[C@@H]2Cn3c(ccc(-c4ccc(F)cc4)c3=O)[C@@H]21
    0.2	x	x	-2	x	x	20	2
O=C(C[n+]1cc(Br)cc2ccccc21)c1ccccc1
    1.2	0	-1	-12	-8	0	3	5
C=CCN1C(=NC(=O)CCC(=O)O)SC2CS(=O)(=O)CC21 (stereo unspecified)
    x	-3	6	x	1	-1	x	x
COc1ccc(C=NNC(=O)c2ccccc2NS(=O)(=O)c2cccs2)cc1O
    3.8	4	1	-8	-2	12	-7	3
COc1ccccc1NC1=C(Cl)C(=O)OC1OC(=O)c1ccco1 (stereo unspecified)
    0.7	-7	x	-14	x	x	-17	1
C[C@H]1CN([C@@H](C)CO)C(=O)c2cc(NS(=O)(=O)c3ccccc3)ccc2O[C@@H]1CN(C)S(=O)(=O)c1cccs1
    -0.1	3	5	-3	2	2	-7	-1
COc1ccc2c3c(n(C)c2c1)[C@@H](CO)N(C(=O)C1CCCC1)CC31CCN(C(=O)c2ccncc2)CC1
    0.0	x	x	9	x	x	-1	-1
CNC(=O)CN(c1ccc(C23CC4CC(CC(C4)C2)C3)cc1)S(C)(=O)=O
    x	31	x	-6	x	x	-7	-1
O=c1c2cc([N+](=O)[O-])ccc2nc2n1CCC2
    x	24	-6	-7	9	2	4	-1
Cc1ccc(OCc2nc(-c3ccccn3)no2)c(Br)c1
    x	-12	-5	x	-4	-48	x	x
CCN(CCn1cccn1)C(=O)CCc1nnc(CCc2ccccc2OC)o1
    x	x	2	-7	-4	1	-3	-1
CCn1ccnc1CN(C)C(=O)CC1C(=O)NCCN1Cc1c(F)cccc1Cl (stereo unspecified)
    x	3	0	-1	-12	4	-2	0
COc1cccc(C2CC(c3ccccc3)Nc3nc(N)nn32)c1 (stereo unspecified)
    1.1	-26	4	-4	-2	2	-1	2
CCCCC(c1nnnn1CCOC)N1CCN(Cc2ccccc2)CC1 (stereo unspecified)
    x	-5	3	x	-12	-2	x	x
CCCCCn1c(SCC(=O)OC)nc2c1c(=O)[nH]c(=O)n2C
    -0.2	-1	0	-4	3	-10	1	-1
O=C(O)c1csc(-c2cccs2)n1
    x	-7	-3	-12	6	7	1	1
Cc1[nH]n(-c2ccccc2)c(=O)c1N=Nc1cccc(C(=O)O)c1
    x	1	-9	-2	3	-26	-12	0
O=c1cc(-c2ccccc2F)oc2ccccc12
    0.0	-4	-1	x	0	58*	x	x
CC(C)(C)c1ccc(NC(=O)c2ccc(=O)[nH]n2)cc1
    0.0	-6	-1	-20	2	14	1	11
Cc1c(Br)c([N+](=O)[O-])nn1CC(=O)Nc1ccccn1
    0.2	0	-6	-10	7	-1	14	3
CCOc1ccccc1C(=O)NCCc1cnc[nH]1
    -0.1	1	3	-2	-1	7	3	0
Cc1ccc(NC(=S)c2ccccc2)cc1
    x	0	-3	x	-3	68*	x	x
COCCN(C(=S)Nc1ccc(C)cc1)C(C)c1cccnc1 (stereo unspecified)
    0.2	-3	x	2	x	x	1	-4
Cc1ccc(C(=O)Nc2ccc3c(c2)OCO3)cc1
    x	-2	0	x	5	-30	x	x
COc1ccc(-c2oc3cccnc3c2/C=C/c2ccc(OC)c(OC)c2)cc1
    -0.3	-12	-7	-27	-11	12	-4	-1
O=C(NCc1ccc(F)cc1)C1Cc2ccccc2CN1C(=O)c1ccco1 (stereo unspecified)
    x	-2	-2	-8	0	-2	0	1
CC(=O)NCCc1nc2cc(NC(=O)c3ccccc3Cl)ccc2n1C
    0.1	-6	-3	-9	-6	5	3	-1
O=C(Nc1nc2cc3c(cc2s1)OCCO3)C1CCCCC1
    -1.7	3	0	10	-4	-15	2	10
O=C(CCN1CCN(c2ccccc2)CC1)NNC(=O)Cc1ccc(Br)cc1
    -1.5	-20	x	-3	x	x	4	-1
O=C(COc1ccc(S(=O)(=O)N2CCCC2)cc1[N+](=O)[O-])N1CCCC1
    x	11	-3	-1	-1	-6	4	1
Nc1ccccc1SCc1cn2cccnc2n1
    x	0	1	-16	12	28	-2	-2
CCOC(=O)N1CCN(C(=O)CSc2ccc(-c3cccnc3)nn2)CC1
    3.9	x	x	-1	x	x	-7	0
Nc1cccc(NC(=O)CN2CCOCC2)c1
    x	-10	-1	-9	-15	-3	-1	0
O=C(NCCc1ccccc1)c1cc(-c2ccncc2)nc2ccc(S(=O)(=O)N3CCOCC3)cc12
    0.0	-1	1	-18	-8	0	4	-1
CCOC(=O)CSc1nc(-c2ccc(OC)cc2)ns1
    x	-10	1	x	-13	-27	x	x
COc1ccccc1N1C(=N)S/C(=C\c2ccc(-c3ccccc3C(=O)O)o2)C1=O
    -1.9	17	x	-30	x	0	-1	11
CC(C)C(=O)N(Cc1ccccc1)S(=O)(=O)c1ccc2c(c1)oc(=O)n2C
    x	-5	0	i	-7	-3	1	-1
C[C@@H]1CN([C@@H](C)CO)C(=O)c2cccc(NC(=O)NC3CCCCC3)c2O[C@H]1CN(C)S(=O)(=O)c1ccc(F)cc1
    u	-5	1	11	-6	1	3	0
CN(C)CCCNC(=O)C[C@@H]1CC[C@H]2[C@@H](COC[C@@H](O)CN2Cc2cccc(C(F)(F)F)c2)O1
    0.3	16	2	1	4	4	-2	-35
O=C(C[C@H]1CC[C@H]2[C@@H](COC[C@H](O)CN2CC2CCCCC2)O1)NCc1ccc(Cl)cc1
    0.1	13	1	-2	-3	2	-7	0
O=C1N(Cc2cccnc2)C[C@@H]2C[C@@H](c3ccccc3C#Cc3ccccc3)N3CCC[C@@]123
    -2.7	-4	1	-106	-6	-7	-1	5
O=[N+]([O-])c1ccccc1S(=O)(=O)NCc1ccc(F)cc1
    x	8	x	-6	x	x	4	1
O=C(c1cc2nc(-c3ccco3)cc(C(F)(F)F)n2n1)N1CCN(Cc2ccccc2)CC1
    x	-1	-1	x	3	-8	x	x
CC(NCC(=O)Nc1ccccc1C(=O)NC1CC1)c1ccc(F)cc1F (stereo unspecified)
    -0.3	-4	1	-5	8	0	3	0

The listing continues:
Under each structure: E-selectin induc	ARNT-TACC3 inh	PglD inh	RAD52 inh	RAD54 inh	esBAF inh	ERp5 inh	CASP6 VEID inh
O=C(O)c1ccc(Cl)c(S(=O)(=O)Nc2ccccc2N2CCOCC2)c1
    3.9	-14	x	-12	x	x	-3	-1
Cn1c(C(=O)OC(C(=O)NC2CCCC2)c2ccncc2)cc2sccc21 (stereo unspecified)
    x	-5	-5	x	4	-5	x	x
COc1cccc(CNC(=O)COC(=O)c2ccc(Cl)s2)c1
    -0.2	-5	1	0	-13	0	-5	-1
CCOC(=O)CNc1ccc(OC(F)(F)F)cc1
    -0.1	-7	-1	-5	3	1	-4	-1
Cc1ccc2[nH]c(=O)c(CN(CCCN3CCOCC3)C(=O)Nc3ccc(Cl)cc3)cc2c1
    0.0	3	x	-1	x	x	4	12
O=C(Nc1ccc2nn(-c3ccccc3)nc2c1)c1ccc(Br)o1
    x	-1	4	-26	3	34	8	2
COc1ccc(NC(=O)N2C[C@@H](O)COC[C@@H]3O[C@H](CC(=O)NC4Cc5ccccc5C4)CC[C@H]32)cc1
    0.0	3	-3	-2	1	-1	-2	-1
C[C@@H]1CN([C@H](C)CO)C(=O)c2cccc(NC(=O)c3ccncc3)c2O[C@@H]1CN(C)C(=O)Nc1ccc(C(F)(F)F)cc1
    -0.6	-1	1	-18	-7	-2	-8	3

Shown as labelled records: entries from further up.
O=C(O)c1ccc(Cl)c(S(=O)(=O)Nc2ccccc2N2CCOCC2)c1
  E-selectin induc: 3.9; ARNT-TACC3 inh: -14; PglD inh: x; RAD52 inh: -12; RAD54 inh: x; esBAF inh: x; ERp5 inh: -3; CASP6 VEID inh: -1

Cn1c(C(=O)OC(C(=O)NC2CCCC2)c2ccncc2)cc2sccc21 (stereo unspecified)
  E-selectin induc: x; ARNT-TACC3 inh: -5; PglD inh: -5; RAD52 inh: x; RAD54 inh: 4; esBAF inh: -5; ERp5 inh: x; CASP6 VEID inh: x
